FLuc act counter – FLuc activators, initial screening, artefact control for FLuc-dependent activation tests, biochemical, ATPlite luminescence | Luciferin 4-monooxygenase (Photinus pyralis), P08659 | ATPlite luciferase biochemical, 10 min; 0 = ATP-free wells, 1 = DMSO control | activation factor at 10 µM | 200,000 tested, under 10 active | AID 1027, 2008;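 active means luciferase activation factor, scaled between plate controls, of at least 2 with compound at 10 µM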
Target sequence (P08659 whole entry, looked up): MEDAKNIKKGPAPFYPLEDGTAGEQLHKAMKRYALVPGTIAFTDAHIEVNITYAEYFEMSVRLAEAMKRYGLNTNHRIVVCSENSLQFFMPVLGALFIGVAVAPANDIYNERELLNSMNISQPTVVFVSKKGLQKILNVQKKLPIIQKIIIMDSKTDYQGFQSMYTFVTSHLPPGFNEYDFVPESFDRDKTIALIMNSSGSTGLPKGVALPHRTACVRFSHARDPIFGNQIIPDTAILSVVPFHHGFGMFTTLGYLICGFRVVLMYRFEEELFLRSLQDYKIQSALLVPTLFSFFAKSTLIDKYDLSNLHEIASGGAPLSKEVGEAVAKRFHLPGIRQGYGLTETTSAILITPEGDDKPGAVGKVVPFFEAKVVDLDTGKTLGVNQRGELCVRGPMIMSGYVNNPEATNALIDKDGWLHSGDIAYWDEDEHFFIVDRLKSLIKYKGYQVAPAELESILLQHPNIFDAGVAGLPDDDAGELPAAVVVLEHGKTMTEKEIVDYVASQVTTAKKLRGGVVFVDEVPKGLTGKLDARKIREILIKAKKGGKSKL
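test system = cell-free luciferase reagent | medium = PBS as buffer for the ATP substrate | dosing = test compounds dosed from 2 mM stocks in 100% DMSO | incubation = 10 min at ambient temperature | detection = luminescence measurement of luciferase light output | benchmarks = low control with PBS replacing ATP, high control enzyme plus ATP without compound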
APP transl inh – inhibitors of APP translation via 5'UTR reporter, primary screen, APP 5'UTR luciferase, SH-SY5Y cells; 0.82% of 190,000 active; inhibition, % at 2 µM; SH-SY5Y APP 5'UTR-luciferase reporter, luminescence; AID 1285, 2008;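 active means inhibition above a set limit, derived from the sample mean plus 3 SD, cut at about 45% in these data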; further: values of inactives mirror those of a sister screen read the other way
STAT3 activator – IL-6 driven STAT3 reporter potentiators, primary screen, U3A cells, luciferase, luminescence, MLSCN library; IL-6 STAT3-luciferase reporter; 100% = signal with IL-6 EC80 alone; activation (% of control), % at 5.6 µM; 0.91% of 190,000 active; AID 871, 2007;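 active means activation above the screen-wide mean of compound activation plus 3 SD, cut at about 130% in these data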;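 further: 0% = background luminescence of wells with medium and substrate only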
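Assay system – human STAT1-deficient U3A cells with stable STAT3-luciferase reporter · Also added – IL-6 (33 ng/mL) · Schedule – compound 1 h, then IL-6 6 h at 37 °C · Technique – reporter luminescence signal · Evaluation – % activation versus median of IL-6-stimulated wells · Benchmarks – IL-6-only wells as 100% reference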
STAT1 activator – STAT1 signaling activators, primary screen, cell-based, HTS, luciferase reporter | NIH 3T3 STAT1-luciferase reporter, IFN-gamma, luminescence; 100% = IFN-gamma alone, no compound | activation (% of control), % at 5.5 µM | 2.6% of 200,000 active | AID 932, 2007;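 active means activation above the screen-wide mean activation plus 3 SD, cut at about 130% in these data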;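 further: raw ratio to IFN-gamma control signal so 100% means no change and 0% no light; values of inactives mirror those of a sister screen read the other way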
FLuc inh counter – firefly luciferase enzyme inhibitors, primary screen, artefact control for luciferase-based inhibitor screens, biochemical, luminescence, ATPLite; inhibition, % at 10 µM; 1.5% of 200,000 active; Luciferin 4-monooxygenase (Photinus pyralis), P08659; AID 1006, 2008; 10 min;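 active means inhibition above about 50% when tested at 10 µM, limit read from the data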
ROMK primary – ROMK potassium channel modulators, primary screen, cell-based, thallium flux, MLSMR library | Tet-inducible ROMK, thallium flux fluorescence; actives lie on both sides | B-score at 10 µM | 2% of 130,000 active | AID 1918, 2009;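 active means signal ratio slope over the read window, or its plate-corrected B-score, at least 3 SD from the plate mean, either direction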;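 further: B-score of the F/F0 ratio slope over 7 to 12 s after thallium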
Target sequence (P48048 whole entry, looked up): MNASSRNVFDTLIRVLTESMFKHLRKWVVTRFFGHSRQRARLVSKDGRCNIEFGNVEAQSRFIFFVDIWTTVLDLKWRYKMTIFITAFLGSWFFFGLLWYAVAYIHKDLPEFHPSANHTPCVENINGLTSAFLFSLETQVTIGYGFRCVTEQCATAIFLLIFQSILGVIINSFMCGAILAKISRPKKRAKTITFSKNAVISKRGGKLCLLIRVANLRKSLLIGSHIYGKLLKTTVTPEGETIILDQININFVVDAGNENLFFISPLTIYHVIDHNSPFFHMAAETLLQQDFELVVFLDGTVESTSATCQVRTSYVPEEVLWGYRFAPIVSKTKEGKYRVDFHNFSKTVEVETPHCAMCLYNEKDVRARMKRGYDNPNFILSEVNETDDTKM
APP 5'UTR act – activators of APP 5'UTR luciferase reporter, primary screen, SH-SY5Y cells | SH-SY5Y APP 5'UTR luciferase reporter, luminescence; zero percent = DMSO vehicle wells | activation, % at 2 µM | AID 1276, 2008 | 1% of 190,000 active;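 active means activation above a set limit, based on mean plus 3 SD of controls, cut at about 140% in these data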; further: values of inactives mirror those of a sister screen read the other way
STAT3 inh – IL-6 driven STAT3 reporter inhibitors, primary screen, U3A cells, luciferase, luminescence, MLSCN library. IL-6 STAT3-luciferase reporter; host cell line lacks STAT1. inhibition, % at 5.5 µM. AID 862, 2007. 0.89% of 190,000 active;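 active means inhibition above the mean inhibition across all screened compounds plus 3 SD, cut at about 44% in these data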;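 further: 0% = DMSO only wells and 100% = 100 µM nifuroxazide control wells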
STAT1 blocker – STAT1 signaling inhibitors, primary screen, cell-based, HTS, luciferase reporter | 0.35% of 200,000 active | AID 920, 2007 | inhibition, % at 5.5 µM | NIH 3T3 STAT1-luciferase reporter, IFN-gamma, luminescence;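 active means inhibition above a set limit, the mean inhibition across all tested compounds plus 3 SD, cut at about 34% in these data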;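 further: 0% = IFN-gamma with DMSO and 100% = IFN-gamma with 300 µM nifuroxazide; values of inactives mirror those of a sister screen read the other way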
NF-kB expr up – activators of NF-kB expression in neurons, primary screen, cell-based, HTS; human neuronal cells, NF-kB reporter expression; stronger effect = higher value; fold change at 12.5 µM; 1.6% of 190,000 active; in the data active means fold change above about 3.3
An asterisk follows results filed as active; nt = no result given.

SMILES	FLuc act counter	APP transl inh	STAT3 activator	STAT1 activator	FLuc inh counter	ROMK primary	APP 5'UTR act	STAT3 inh	STAT1 blocker	NF-kB expr up
O=C(NCc1ccncc1)Nc1ccccc1	1	24.6	98.8	98.0	-2.9	-0.0135	-24.6	1.4	-0.7	1.1
O=C(Nc1ccc(F)cc1)c1cn(-c2ccccc2)nc1-c1ccncc1	1	nt	104.5	89.1	0.3	nt	nt	0.3	12.2	1.07
CCCCN(C)C(=O)c1ccc(S(=O)(=O)N2CCOCC2)cc1	1.1	nt	102.4	103.0	-6.2	-0.113	nt	-4.5	-3.2	1.22
Cc1cc(NC(=O)c2ccc(Br)c(S(=O)(=O)N3CCCC3)c2)no1	1	-7.8	73.7	95.0	1.8	-0.386	7.8	32.8	4.3	1.2
COc1cccc(Oc2coc3c(CN4CCOCC4)c(O)ccc3c2=O)c1	1.1	1.3	100.0	99.5	-5.6	0.409	-1.3	2.8	0.5	1.03
COc1ccc(/C=C/C(=O)NC(=S)N2CCN(C)CC2)cc1	1	14.7	100.9	85.8	-2.4	0.125	-14.7	4.8	15.1	1.17
O=C(CSc1ccc2nnc(-c3cccnc3)n2n1)c1ccccc1	1	1.3	100.5	102.5	-3.9	-0.0292	-1.3	1.4	-2.9	0.62
c1ccc(N2CCN(CCc3nnc4n3CCCCC4)CC2)cc1	1	-1.2	93.0	95.1	-2.5	nt	1.2	14.6	6.5	0.96
O=C1NC(c2ccccc2)C(C(=O)c2cccs2)C(O)(C(F)(F)F)N1 (configuration not stated)	1.1	-9.6	101.5	99.8	-6.5	nt	9.6	-1.6	0.3	1.55
COC(=O)c1ccc(NC(=O)Nc2ccc(F)cc2)cc1	0.9	-38.0	99.3	108.3	14.3	-1.35	38.0	5.2	-10.8	1.38
COc1cc2[nH]c(=S)nc(NCCCOC(C)C)c2cc1OC	1	nt	97.2	100.7	1.1	0.254	nt	10.0	-0.8	0.96
CCCCCCOC(=O)C[N+](C)(C)CCOC1CC2CCC1(C)C2(C)C (configuration not stated)	1	9.7	100.2	79.3	-4.3	nt	-9.7	9.0	27.2	2.26

Reprinted from the part before: three compounds, then new ones.
SMILES	FLuc act counter	APP transl inh	STAT3 activator	STAT1 activator	FLuc inh counter	ROMK primary	APP 5'UTR act	STAT3 inh	STAT1 blocker	NF-kB expr up
COC(=O)c1ccc(NC(=O)Nc2ccc(F)cc2)cc1	0.9	-38.0	99.3	108.3	14.3	-1.35	38.0	5.2	-10.8	1.38
COc1cc2[nH]c(=S)nc(NCCCOC(C)C)c2cc1OC	1	nt	97.2	100.7	1.1	0.254	nt	10.0	-0.8	0.96
CCCCCCOC(=O)C[N+](C)(C)CCOC1CC2CCC1(C)C2(C)C (configuration not stated)	1	9.7	100.2	79.3	-4.3	nt	-9.7	9.0	27.2	2.26
CC1=C(C(=O)Nc2ccccc2)C(c2ccc(C)o2)n2ncnc2N1 (configuration not stated)	1.1	10.6	102.8	102.7	-5.6	nt	-10.6	3.3	-1.6	0.96
Clc1ccc(-c2noc(CN(Cc3ccccn3)CC3CCCO3)n2)cc1 (configuration not stated)	1	14.6	104.1	93.9	0.9	-0.294	-14.6	-0.2	5.0	1.04
CCOC(=O)c1sc(=S)n2c1[nH]c(=O)c1ccc(C(=O)OC)cc12	1.1	11.2	99.6	100.0	-7.9	6.64*	-11.2	4.5	0.0	0.91
O=C(NCc1ccccn1)C1CCCN(S(=O)(=O)c2ccccc2)C1 (configuration not stated)	1.1	6.6	107.3	102.4	-10.3	nt	-6.6	-5.5	-2.6	1.27
O=C(Nc1ccc(Cl)cc1)N1CCc2[nH]c3ccccc3c2C1	1	7.0	81.0	101.6	-2.7	nt	-7.0	25.4	-1.7	0.89
O=C(COC(=O)C1CCC(=O)N1)Nc1ccccc1Br (configuration not stated)	1.1	6.3	95.8	97.8	-5.2	0.028	-6.3	9.5	2.2	1.22
CCSC1=C(C#N)C(c2cccs2)C(C(=O)OC)=C(C)N1 (configuration not stated)	1.1	-16.0	100.2	98.6	-5.4	-1.74	16.0	2.4	1.6	1.01
O=c1oc2ccc3ccccc3c2c2c1SC(C(F)(F)F)C2 (configuration not stated)	1	13.1	93.9	102.0	-3.2	-0.0533	-13.1	12.8	-2.1	1.13
O=C(CC12CC3CC(CC(C3)C1)C2)NCC(=O)N1CCc2ccccc2C1	1	-1.4	98.4	105.1	2.3	0.309	1.4	7.7	-5.5	1.22
Clc1ccc(CNc2ccc3nnc(-c4ccccc4)n3n2)cc1	1.1	4.4	98.8	96.5	-8.8	0.986	-4.4	1.2	3.8	0.99
O=C(c1ccco1)N1CCN(C(=O)c2cc(-c3ccccc3)nc3ccccc23)CC1	0.6	-2.4	111.4	104.3	38.6	nt	2.4	-8.1	-4.7	0.51
CC1CN=C(Nc2cccc(S(=O)(=O)N(C)C)c2)S1 (configuration not stated)	1.1	3.2	103.1	99.8	-8.8	0.376	-3.2	2.6	0.6	0.99
O=C(CSc1nnc(Cc2ccccc2)n1C1CCCCC1)N1CCOCC1	1.1	-41.9	103.9	109.4	-5.9	nt	41.9	-0.5	-10.2	1.58
COc1ccc(C2=NOC3(CC(=O)N(c4ccc(C)cc4)C3=O)C2)c(OC)c1 (configuration not stated)	1.1	3.7	101.6	101.9	-6.8	0.75	-3.7	2.5	-2.0	1.12
COCCOC(=O)c1c(NC(=O)CN2CCCc3ccccc32)sc(C(N)=O)c1C	1	-0.5	106.9	96.3	-4.9	nt	0.5	-2.1	4.1	0.91
CC(C)C(c1nnnn1Cc1ccc(F)cc1)N1CCN(C2CCCCC2)CC1 (configuration not stated)	1.1	0.1	99.5	104.7	-9.7	-4.95*	-0.1	3.3	-5.1	1.34
C=CCn1c(=O)c2c3c(sc2n2c(Nc4ccccc4)nnc12)CCCC3	1	1.1	88.8	103.2	-3.9	nt	-1.1	16.6	-3.4	0.97
COc1ccc(NC(=O)Cc2coc3cc(C)ccc23)cn1	1	-7.9	108.5	91.7	-3.5	-0.321	7.9	-0.4	7.0	1.14
O=C1CC(c2ccccc2F)C2=C(COC2=O)N1 (configuration not stated)	1	3.5	99.0	90.5	2.7	-0.639	-3.5	8.7	9.8	1.04
CCC(=O)Nc1nnc(C)s1	1.1	6.5	97.0	108.5	-5.1	-0.543	-6.5	7.2	-6.1	1.16
CC1=CC2=NC(=O)/C(=C\c3cc(C)n(-c4ccccc4)c3C)C(=N)N2O1	1.1	7.3	102.4	104.2	-5.8	0.665	-7.3	-4.0	-4.8	1.08
COC(=O)C1=C(N)Oc2cc(C)n(CCCn3ccnc3)c(=O)c2C1c1ccc(Cl)cc1 (configuration not stated)	1	8.4	102.0	103.6	-3.9	0.0648	-8.4	0.4	-4.0	0.74
COc1ccc(C2CC(c3ccccc3)=NN2C(=O)CSc2nccc(=O)[nH]2)cc1 (configuration not stated)	1	-15.4	94.2	113.9	0.8	0.0707	15.4	4.6	-15.6	2.28
O=C(Cc1c(O)c2ccccc2[nH]c1=O)NCc1ccccc1	1.1	13.0	104.3	105.1	-12.1	nt	-13.0	-0.2	-5.6	1.11
Nc1c2c(nc3sc4c(c13)CCCC4)CCCCCC2	1	-34.5	97.2	104.6	0.1	-0.024	34.5	1.9	-4.8	1.55
CCc1ccccc1NC(=O)c1noc(C(C)C)c1[N+](=O)[O-]	1	-2.8	110.6	94.0	3.1	-0.557	2.8	-5.6	6.9	0.63
Cc1ccc(Nc2nnc(SCC(=O)Nc3cccnc3Cl)s2)cc1C	0.4	-11.8	99.3	90.9	62.6*	-0.215	11.8	2.1	9.2	1.11
COc1ccccc1Nc1nc(-c2cccc(N3C(=O)c4ccccc4C3=O)c2)cs1	1	5.0	90.3	100.6	-0.2	0.206	-5.0	11.8	-0.7	0.94
Cc1ccccc1Cn1nc(C)c(NC(=O)c2cc(-c3cccs3)on2)c1C	1.1	-0.1	84.6	92.3	-6.5	0.132	0.1	23.5	8.5	1
Clc1ccc(-c2cn3cccnc3n2)cc1Cl	1	-36.5	93.2	121.3	3.2	nt	36.5	15.0	-23.2	1.74
CCN(CC)S(=O)(=O)c1cc(C(=O)O)ccc1Cl	1	-1.7	102.2	98.8	-2.0	nt	1.7	-1.3	-1.3	0.94
CC(C)Oc1cccc(C(=O)C2CCCN(C(=O)c3ccnn3C)C2)c1 (configuration not stated)	1	18.6	96.9	102.1	0.4	-0.069	-18.6	9.2	-2.3	1.13
C#CCOCCOCCOCCNc1nc(N2CCN(C(=O)C([C@@H](C)CC)n3cc(C(N)CC(C)C)nn3)CC2)nc(N2CCN(C(=O)[C@H](CCC(=O)O)n3cc(C(N)Cc4ccc(O)cc4)nn3)CC2)n1 (some centres not stated)	1.1	-25.1	nt	100.5	-11.1	nt	25.1	nt	1.0	1.2
Cc1nc2sc(C(c3cccc(F)c3)N3CCC(C)CC3)c(O)n2n1 (configuration not stated)	1	0.5	102.8	102.6	0.8	nt	-0.5	-0.5	-2.8	1.04
CCOc1ccc2cc(S(=O)(=O)N3CCN(C)CC3)ccc2c1	1	1.2	101.4	95.9	-4.5	-1.01	-1.2	2.2	3.6	1.09
Cc1[nH]c2ccccc2c1/C=N\NC(=O)CNc1ccc2c(c1)OCO2	0.9	-3.2	98.9	91.3	6.0	-0.559	3.2	-0.2	9.4	1.08

ROMK primary, entries above that show a hit.
Compound | APP transl inh | STAT3 activator | STAT1 activator | ROMK primary | APP 5'UTR act | STAT1 blocker | NF-kB expr up
CCOC(=O)c1sc(=S)n2c1[nH]c(=O)c1ccc(C(=O)OC)cc12 | 11.2 | 99.6 | 100.0 | 6.64* | -11.2 | 0.0 | 0.91
CC(C)C(c1nnnn1Cc1ccc(F)cc1)N1CCN(C2CCCCC2)CC1 (configuration not stated) | 0.1 | 99.5 | 104.7 | -4.95* | -0.1 | -5.1 | 1.34

More structures:
SMILES	FLuc act counter	APP transl inh	STAT3 activator	STAT1 activator	FLuc inh counter	ROMK primary	APP 5'UTR act	STAT3 inh	STAT1 blocker	NF-kB expr up
CCc1n[nH]c(=S)n1/N=C/c1ccc(N(C)c2ccccc2)cc1	1	-17.2	92.5	108.8	-1.0	-0.219	17.2	13.8	-12.1	1.5
Cc1c(Br)ccc(NC(=O)c2ccccc2[N+](=O)[O-])c1C	1.1	-4.7	97.0	98.5	-8.7	0.215	4.7	12.4	1.9	1.08
COc1ccc(/C=N/NC(=O)/C(=C/c2ccccc2)CCO)cc1	0.9	4.5	112.5	109.0	7.8	nt	-4.5	-20.1	-9.8	1.02
CC(C)(C)NC(=O)CN(Cc1cccs1)C(=O)CNS(=O)(=O)c1ccc(F)cc1	1.1	-1.4	100.0	88.3	-7.4	-0.0316	1.4	2.0	11.2	1.18
c1ccc(C2COC(c3cccs3)=N2)cc1 (configuration not stated)	1.1	2.1	95.6	102.5	-5.6	0.251	-2.1	7.1	-2.8	1.27
